MT stabilize HCS: microtubule stabilizers in HeLa cells. HeLa tubulin immunostaining HCS, 24 h; share of cells brighter than vehicle mean+2SD. % tubulin-high responders, % at 10 µM. 200,000 tested, 0.83% active. AID 2205;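 active means plate Z-score above 3 for both tubulin-high and condensed-nucleus cell shares, with cell loss under 80%, at 10 µM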;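 further: anti alpha tubulin signal scored within the nucleus-defined area of each cell; some results filed as inactive read as strong as hits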
Autophagy HCS: modulators of autophagy; MEF GFP-LC3 puncta imaging; test concentration mostly 10 µM; calls only at 10 µM (by protocol); 190,000 tested, 0.98% active; AID 463193;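 active means percentage of spot-positive cells more than 3 SD above its plate mean, without a fluorescence outlier flag or 80% toxicity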;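 further: spot-positive cell cutoff set from DMSO-treated cells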
WT yeast gro inh: growth inhibition of WT yeast, mitochondrial fusion screen; inhibition, % at 10 µM; 190,000 tested, 2.1% active; mitochondrial fusion phenotypic screen, WT strain; in the data active means inhibition above about 58%; tested in S. cerevisiae
Yfh1-off respiration: enhancers of respiration in Yfh1-depleted yeast, dose response, Friedreich's ataxia, plus single-dose screen (AID 1465) | S. cerevisiae Yfh1-off respiration, WST-1 reduction, 72 h; higher fold induction means a stronger effect | 220,000 tested, 0.074% active | fold induction at 50 µM; hits with a dose series show EC50 in µM;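 active means fold induction of absorbance versus untreated yeast above a set limit, then at least 30% activation at any dose in follow-up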;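 further: activators that raise dye reduction in frataxin-depleted yeast; strong numbers were not always called active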
Dynein cargo inh: blocks dynein driven cargo transport along microtubules; 3617.4 mouse cells, GR-EGFP nuclear translocation imaging; test concentration mostly 20 µM; stimulated with dexamethasone, 1 µM; stronger effect = lower value; z-score, hits read low; 220,000 tested, 0.47% active; AID 1381;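 active means plate z-score of nuclear minus cytoplasmic receptor signal below a set negative limit, without overly bright fluorescence or cell loss, cut at about -3.5 in these data, passing the limit was not always enough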;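 further: z-score of nuclear minus cytoplasmic ring GR-EGFP intensity difference per well; some compounds called inactive have numbers as strong as hits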
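medium = tetracycline-free induction medium containing charcoal-stripped FBS | probe or stimulus = dexamethasone, 1.0 µM final | timing = 48 h induction, then 1 h compound, then 30 min agonist, 37 °C | detection = automated 10x imaging of fixed Hoechst-stained cells | read-out basis = nuclear versus cytoplasmic GR-EGFP signal, averaged per well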
Ins promoter up: MIN6 insulin promoter up-regulation; MIN6 insulin promoter-GFP reporter, high-content imaging; stronger effect = higher value; z-score at 5 µM; 190,000 tested, 0.3% active; AID 1625;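 active means z-score above 3 at 5 µM with at least 500 cells counted in the well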
Hep lipid drop: modulators of hepatic lipid droplet formation. 240,000 tested, 0.4% active. inhibition, % at 6.5 µM. AID 1656. AML12 mouse hepatocytes, oleate lipid droplets, BODIPY imaging;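 active means lipid droplet intensity inhibited by at least 50%, with more than 500 cells counted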
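Test system: AML12 hepatocytes (mouse); reagent: oleate loading, 100 µM; dosing: one dose, 6.5 µM compound; incubation: overnight exposure; signal: fluorescence imaging, 20x objective, two fields per well; read-out basis: % inhibition of corrected integrated BODIPY droplet signal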
b-catenin transl: alters nuclear translocation of beta-catenin in HeLa cells; immunofluorescence imaging; nuclear translocation activity, % at 5 µM; 190,000 tested, 0.3% active;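 active means nuclear translocation activity above 50% at 5 µM, with a well cell count of 50 or more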;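 further: per-cell ratio of nuclear to cytoplasmic median beta-catenin stain intensity; plate controls were DMSO negative control for no effect and GSK-3 inhibitor IX positive control for full effect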
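assay system = human HeLa cells, endogenous beta-catenin | times = compound treatment 24 h, 37°C, 5% CO2 | detection = Anti-beta-catenin immunofluorescence on PFA-fixed, Triton-permeabilized cells, DAPI nuclei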
NOD2 inhibition: inhibition of NOD2-driven NF-kB reporter – cell-based, luminescence, uHTS, HEK293 (AID 1566); HEK293 NOD2/NF-kB luciferase reporter, luminescence; higher % means a stronger effect; one-dose inhibition, % at 4 µM; EC50 in µM for titrated hits; 290,000 tested, 0.63% active; in the data active means inhibition above about 50%; further: many of its hits are not listed in these tables
WT yeast gro inh mutant strain: recorded beside WT yeast gro inh, whose call it bears; inhibition, %; mitochondrial fusion phenotypic screen, mutant strain inhibition
Dynein cargo inh cytoplasmic EGFP: also measured in Dynein cargo inh; calls as there; z-score; measured here: cytoplasmic GR-EGFP intensity; stronger effect = higher value
Dynein cargo inh nuclear GR-EGFP: further read-out of Dynein cargo inh, marked with its call; z-score; measured here: nuclear GR-EGFP intensity;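 lower value marks the stronger effect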
Dynein cargo inh cell count: also measured in Dynein cargo inh; calls as there; z-score; measured here: cell count per field
Ins promoter up cell count: recorded beside Ins promoter up, whose call it bears; cell count; measured here: cytotoxicity, nuclei count;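 total cells summed across four imaged fields per well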
Hep lipid drop cells 6.5 µM: recorded beside Hep lipid drop, whose call it bears; cell count; measured here: cell count, cytotoxicity flag;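 cells counted across two imaged fields per well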
b-catenin transl cell count 5 µM: recorded beside b-catenin transl, whose call it bears; cell count; measured here: cell count, cytotoxicity flag
MT stabilize HCS Hoechst-high %: further read-out of MT stabilize HCS, marked with its call; % Hoechst-high responders; measured here: nuclear condensation Hoechst responders;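 share of cells brighter than vehicle mean plus two SD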
MT stabilize HCS cytotoxicity %: further read-out of MT stabilize HCS, marked with its call; toxicity, %; measured here: cytotoxicity by cell density;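 0% = mean cell density of plate MIN control wells and 100% = no cells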
Autophagy HCS cell loss 18 h: further read-out of Autophagy HCS, marked with its call; toxicity, %; measured here: cell loss, nuclei count;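 cell loss after 18 h compound exposure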
* hit, by the source's call; i = inactive; x = not tested or not shown. These rows are one share of the data; count on the stated rates, not on these rows.

structure,Ins promoter up cell count,Autophagy HCS cell loss 18 h,Hep lipid drop cells 6.5 µM,b-catenin transl cell count 5 µM,NOD2 inhibition,Autophagy HCS,Dynein cargo inh,Dynein cargo inh nuclear GR-EGFP,Dynein cargo inh cell count,MT stabilize HCS cytotoxicity %,Ins promoter up,WT yeast gro inh mutant strain,MT stabilize HCS Hoechst-high %,MT stabilize HCS,WT yeast gro inh,Hep lipid drop,Yfh1-off respiration,Dynein cargo inh cytoplasmic EGFP,b-catenin transl
CCOc1ccccc1C(=O)NCc1ccco1,1218,-3.0,x,1007,-2.4%,i,-0.604,0.0105,0.678,11.4,-0.4,-13.3,2.0,1.6,-10.3,x,i,-0.226,-7.3
O=C(Nc1cccc(NC(=O)c2sc3ccccc3c2Cl)c1)c1ccco1,1254,0.9,569,x,x,i,0.0204,-0.432,-0.0688,4.0,-0.38,19.0,3.1,2.2,27.5,-4.0,i,-0.295,x
CCOC(=O)c1c(C)c(C(=O)NCC2CCCO2)c(C)n1C (stereo not drawn),1317,0.5,619,1084,3.4%,i,-0.156,0.032,0.482,5.0,0.04,10.4,1.8,3.8,8.9,-28.0,i,0.47,1.8
O=S(=O)(NCc1cccnc1)c1cccc2nsnc12,1542,-19.1,x,1001,1.2%,i,-0.505,0.0131,0.121,3.1,-0.12,-9.2,4.3,5.6,-22.5,x,i,-0.0557,-3.3
Cc1cc(C)c(NC(=S)N(CCN2CCCCC2)Cc2ccco2)c(C)c1,1223,10.4,762,1061,-1.4%,i,-0.827,0.294,0.386,8.9,-1.58,12.8,1.9,1.7,26.7,-4.6,i,-0.308,0.4
COc1ccc(NS(=O)(=O)c2cc(NC(=O)/C=C/c3cc(OC)ccc3OC)ccc2N2CCCCC2)cc1,1169,6.2,610,1013,-0.4%,i,-0.545,-0.521,1.01,6.4,-0.6,-4.5,2.5,2.0,3.2,6.8,i,-0.34,-0.7
COC(=O)c1ccc(NC(=O)C2CCCN(S(C)(=O)=O)C2)cc1 (stereo not drawn),1245,3.8,711,1074,3.8%,i,-0.167,0.271,-0.346,7.8,0.49,2.1,3.6,2.6,-18.1,-9.1,i,-0.336,-2.9
CCCCCCCNC(=O)C1CC(=O)N(C)C(=Nc2ccc(OC)cc2)S1 (stereo not drawn),1144,10.8,738,523,-0.3%,i,0.206,0.0436,0.305,5.5,-0.35,-7.7,2.8,4.2,10.2,-3.2,i,-0.317,-0.8
O=C(COC(=O)CNC(=O)c1ccc2c(c1)OCO2)Nc1ncc(Cl)cc1Cl,1576,-3.3,681,1198,-18.7%,i,1.2,0.609,-2.05,6.0,0.44,-10.5,1.8,2.5,-19.4,-4.3,i,-0.29,1.1
N#Cc1ccccc1NC(=O)CNc1ccc(Cl)c(C(F)(F)F)c1,1403,0.0,609,998,-6.2%,i,1.27,0.949,-1.09,14.1,-0.12,-6.6,2.6,6.4,15.6,-9.7,i,-0.0674,-0.7

Among those listed so far, these have sulfur.
structure,Ins promoter up cell count,Autophagy HCS cell loss 18 h,Hep lipid drop cells 6.5 µM,b-catenin transl cell count 5 µM,NOD2 inhibition,Autophagy HCS,Dynein cargo inh,Dynein cargo inh nuclear GR-EGFP,Dynein cargo inh cell count,MT stabilize HCS cytotoxicity %,Ins promoter up,WT yeast gro inh mutant strain,MT stabilize HCS Hoechst-high %,MT stabilize HCS,WT yeast gro inh,Hep lipid drop,Yfh1-off respiration,Dynein cargo inh cytoplasmic EGFP,b-catenin transl
O=C(Nc1cccc(NC(=O)c2sc3ccccc3c2Cl)c1)c1ccco1,1254,0.9,569,x,x,i,0.0204,-0.432,-0.0688,4.0,-0.38,19.0,3.1,2.2,27.5,-4.0,i,-0.295,x
O=S(=O)(NCc1cccnc1)c1cccc2nsnc12,1542,-19.1,x,1001,1.2%,i,-0.505,0.0131,0.121,3.1,-0.12,-9.2,4.3,5.6,-22.5,x,i,-0.0557,-3.3
Cc1cc(C)c(NC(=S)N(CCN2CCCCC2)Cc2ccco2)c(C)c1,1223,10.4,762,1061,-1.4%,i,-0.827,0.294,0.386,8.9,-1.58,12.8,1.9,1.7,26.7,-4.6,i,-0.308,0.4
COc1ccc(NS(=O)(=O)c2cc(NC(=O)/C=C/c3cc(OC)ccc3OC)ccc2N2CCCCC2)cc1,1169,6.2,610,1013,-0.4%,i,-0.545,-0.521,1.01,6.4,-0.6,-4.5,2.5,2.0,3.2,6.8,i,-0.34,-0.7
COC(=O)c1ccc(NC(=O)C2CCCN(S(C)(=O)=O)C2)cc1 (stereo not drawn),1245,3.8,711,1074,3.8%,i,-0.167,0.271,-0.346,7.8,0.49,2.1,3.6,2.6,-18.1,-9.1,i,-0.336,-2.9
CCCCCCCNC(=O)C1CC(=O)N(C)C(=Nc2ccc(OC)cc2)S1 (stereo not drawn),1144,10.8,738,523,-0.3%,i,0.206,0.0436,0.305,5.5,-0.35,-7.7,2.8,4.2,10.2,-3.2,i,-0.317,-0.8

Screening results: PubChem BioAssay, several laboratories
